# DENV2 CPE rescue = inhibitors of DENV2 cytopathic effect | CPE inhibition, % at 9.99 µM | DENV2-infected cells, cytopathic effect rescue, plate reader | AID 651640 | hit rate 1.7% among 350,000; in the data active = CPE inhibition above about 20%, passing the limit was not always enough; inconclusive = no clear call, values can overlap the other calls; tested in BHK-21 cells;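 also: 0% = median of neutral control wells and 100% = median of positive control wells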
# C2C12 statin = protects C2C12 myotubes from simvastatin toxicity; ATP luminescence, 48 h; scaled: DMSO 0, geranylgeraniol control 100; rescue of ATP level, % at 7.49 µM; hit rate 0.78% among 330,000;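 active = mean ATP rescue above about 67%, or every replicate alone reaching that limit, limit read from the data, passing the limit was not always enough; inconclusive = no clear call, values can overlap the other calls; inactive = mean under the limit and some replicate under it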;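 also: myotubes were challenged with 10 µM simvastatin during compound exposure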
# S100A4 MyoIIA = S100A4-myosin IIA interaction inhibition | hit rate 0.14% among 360,000 | S100A4/TAMRA-MyoIIA peptide fluorescence polarization | inhibition, % at 10.7 µM | P26447 | AID 652163;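 active = mean inhibition of at least 70% across replicates, with every replicate also reaching that level; inconclusive = mean inhibition reaches 70% but some replicates fall short; inactive = mean inhibition below 70%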
# Target sequence (P26447 whole entry, looked up): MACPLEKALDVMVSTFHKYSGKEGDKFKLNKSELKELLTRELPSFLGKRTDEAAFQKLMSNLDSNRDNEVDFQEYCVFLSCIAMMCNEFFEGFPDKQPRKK
#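 Test system: S100A4 monomer protein. Medium: HEPES buffer with Ca2+, pH 7.2. Reagent: fluorescent myosin IIA peptide, 5 nM. Compound dosing: single-point compound testing. Timing: 5 min between mix addition and reading. Benchmarks: DMSO neutral and TFP positive wells.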
# PglD inh = blocks C. jejuni PglD acetyltransferase activity; purified PglD enzyme, DTNB colorimetric CoA detection; inhibition, % at 12.5 µM; hit rate 0.098% among 360,000; AID 602405; in the data active = inhibition above about 16%, passing the limit was not always enough; inconclusive = no clear call, values can overlap the other calls; also: strong numbers were not always called active
# SIRT5 inh = inhibitors of human sirtuin-5 desuccinylase; hit rate 1.1% among 330,000; inhibition, % at 15 µM; Purified SirT5, succinyl-peptide AMC, trypsin-coupled fluorescence; in the data active = inhibition above about 15%; inconclusive = no clear call, values can overlap the other calls
# Target sequence (Q9NXA8 whole entry, looked up): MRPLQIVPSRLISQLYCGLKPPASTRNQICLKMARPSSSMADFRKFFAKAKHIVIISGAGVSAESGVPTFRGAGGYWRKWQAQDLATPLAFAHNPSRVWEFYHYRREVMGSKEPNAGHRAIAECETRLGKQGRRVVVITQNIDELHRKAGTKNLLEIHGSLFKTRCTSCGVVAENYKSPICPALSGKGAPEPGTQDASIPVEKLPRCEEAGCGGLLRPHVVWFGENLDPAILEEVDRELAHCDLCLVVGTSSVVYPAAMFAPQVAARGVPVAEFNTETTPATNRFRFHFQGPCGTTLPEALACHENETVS
# ERp5 inh = inhibitors of human ERp5 | Q15084 | inhibition, % at 9.99 µM | AID 651711 | ERp5 insulin aggregation, absorbance 650 nm, 90 min | hit rate 0.05% among 350,000;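 active = mean replicate inhibition above about 25%, with every replicate also reaching it, limit read from the data, passing the limit was not always enough; inconclusive = only one of those two criteria met; inactive = neither criterion met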
# Target sequence (Q15084 whole entry, looked up): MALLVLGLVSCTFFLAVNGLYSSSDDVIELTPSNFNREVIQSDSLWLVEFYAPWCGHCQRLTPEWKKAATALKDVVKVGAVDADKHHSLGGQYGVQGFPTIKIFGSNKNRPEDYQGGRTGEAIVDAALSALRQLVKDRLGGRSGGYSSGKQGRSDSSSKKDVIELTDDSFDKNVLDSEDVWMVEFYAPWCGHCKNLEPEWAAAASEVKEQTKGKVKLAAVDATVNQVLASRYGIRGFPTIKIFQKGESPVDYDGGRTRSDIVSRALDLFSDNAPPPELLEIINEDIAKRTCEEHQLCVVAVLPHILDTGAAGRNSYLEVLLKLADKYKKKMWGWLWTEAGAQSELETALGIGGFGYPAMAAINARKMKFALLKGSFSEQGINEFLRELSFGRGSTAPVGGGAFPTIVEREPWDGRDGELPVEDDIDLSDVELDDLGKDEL
# E-selectin induc = induces E-selectin expression in human endothelial cells | P16581 | HUVEC E-selectin immunofluorescence imaging; normalized: neutral wells 0, TNF-alpha wells 100 | activation, % at 7.58 µM | hit rate 0.37% among 260,000;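 active = mean E-selectin-positive cell signal at least 10% of the positive control, reached in at least 60% of replicates, without over 20% cell loss; inconclusive = no rule given, readout overlaps actives, possibly toxicity-flagged; inactive = the rest, including those meeting only one limit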;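 also: in these data hits start at about 27%; measured in HUVEC primary endothelial cells; signal is the percent of cells scored E-selectin positive by PE staining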
#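 assay system = HUVEC, human umbilical vein endothelial cells | input = 3,000 HUVEC seeded per well | medium = EGM-2 growth medium on 0.1% gelatin-coated wells | dosing = one compound dose added by pin transfer | signal = immunofluorescence imaging | read-out basis = % PE-positive cells | control set = TNF-alpha, DMSO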
# * hit, by the source's call; u = inconclusive; x = not tested or not shown; & = joins results of further samples.
# Every second line gives: DENV2 CPE rescue	C2C12 statin	S100A4 MyoIIA	PglD inh	SIRT5 inh	ERp5 inh	E-selectin induc
COc1ccc(C(=O)NCCS(=O)(=O)N(C)Cc2ccccc2)cc1
 : -3	-5	4	-14	0	-1	0.1
O=C(Nc1ccc2c(c1)C(=O)OC2)c1ccc(F)cc1F
 : 18	x	-1	x	-5	3	0.2
CCn1c(CSc2ncccn2)nnc1SCC(=O)N1CCCCC1
 : -6	7	20	0	-4	7	1.6
CC1C(c2ccccc2)N(C)C(c2ccccc2)C(C)C1(O)C#Cc1ccccc1 (centres undefined)
 : -4	x	-4	-3	-3	0	-0.9
C[C@@H]1CCCCO[C@@H](CN(C)S(=O)(=O)c2cn(C)cn2)[C@@H](C)CN([C@@H](C)CO)C(=O)c2cc(NS(=O)(=O)c3ccc(Cl)cc3)ccc2O1
 : 1	x	14	4	-3	-3	x
CCC(C)Sc1ccc([C@H]2N[C@@](CC(C)C)(C(=O)OC)[C@H]3C(=O)N(CC)C(=O)[C@@H]23)cc1 (some centres undefined)
 : -10	-18	25	0	x	3	-0.2
CCOc1ccc(C(=O)COC(=O)C2CCN(c3ccc(C(F)(F)F)cn3)CC2)cc1
 : 74*	7	0	4	-5	-13	0.5
O=S(=O)(NCc1ccccn1)c1ccccc1
 : x	2	2	-3	-5	1	x
CC(C)N1CCN(Cc2ccncc2)CC1CCO (centres undefined)
 : 11	x	-9	x	-4	5	x
Cc1cccn2c(=O)c3cc(C(=O)NC4CCCCC4)sc3nc12
 : -2	-24	-2	-2	-8	-2	-0.2
N#C[C@@H]1[C@H](c2ccccc2)[C@H](CO)N1C(=O)c1ccc2c(c1)OCO2
 : 4	-12	-5	-1	1	0	-0.1
Cc1ccc2[nH]cc(CCNC(=O)C3CCCO3)c2c1 (centres undefined)
 : 4	-8	1	-8	-11	1	x
COc1ccc(OC)c2nc(-c3cccnc3)ccc12
 : -3	23	-2	4	-5	2	-0.1
O=C(NCCOc1ccccc1)C1=CC=CN2CCS(=O)(=O)N=C12
 : -1	-2	-1	1	0	-6	-0.3
CC(Sc1nccn1C)C(=O)Nc1ccccc1 (centres undefined)
 : 0	-2	-1	1	0	-2	-0.5
O=C1N(CCS(=O)(=O)c2ccccc2)Cc2ccccc2C[C@]12N=C(c1ccc(OCCCO)cc1)O[C@@H]2c1ccccc1
 : -8	x	2	12	-2	-1	x
COc1ccc(NC(=O)Nc2ccc3c(c2)[C@H]2C[C@@H](CC(=O)N4CCOCC4)O[C@@H](CO)[C@H]2O3)cc1
 : 6	3	x	-8	x	x	0.2
O=C(C[C@@H]1CC[C@H](NC(=O)C2CC2)[C@@H](CO)O1)Nc1nccs1
 : 1	5	10	10	-1	0	0.0
CCOC(=O)C1(C)C=C(Nc2cccc(OC)c2)C(=O)N1c1ccccc1 (centres undefined)
 : -2	x	3	0	-1	1	-0.1
Cc1cc(C)c(C(CC(=O)c2cccs2)C(C#N)C#N)c(C)c1 (centres undefined)
 : -3	x	-3	x	-2	-1	-0.3

# Rewritten as comma-separated lines: 3 of the compounds above
structure,DENV2 CPE rescue,C2C12 statin,S100A4 MyoIIA,PglD inh,SIRT5 inh,ERp5 inh,E-selectin induc
CCOc1ccc(C(=O)COC(=O)C2CCN(c3ccc(C(F)(F)F)cn3)CC2)cc1,74*,7,0,4,-5,-13,0.5
O=S(=O)(NCc1ccccn1)c1ccccc1,x,2,2,-3,-5,1,x
CC(C)N1CCN(Cc2ccncc2)CC1CCO (centres undefined),11,x,-9,x,-4,5,x

# (cont.)
# Every second line gives: DENV2 CPE rescue	C2C12 statin	S100A4 MyoIIA	PglD inh	SIRT5 inh	ERp5 inh	E-selectin induc
O=C(Nc1cccc(CNCCc2c[nH]c3ccccc23)c1)c1ccccc1Cl
 : 3	-4	-1	2	-3	-1	0.1
COc1ccc(-c2nc(CS(=O)(=O)CC(=O)NC3CCCCCC3)c(C)o2)cc1
 : -2	11	-10	x	-2	3	-0.1
CC(C)NC(=O)Nc1ccc2c(c1)CC(=O)N([C@@H](C)CO)C[C@H](C)[C@@H](CN(C)Cc1ccc(-c3ccccc3)cc1)O2
 : 2	27	22	3	0	-2	x
C[C@@H]1CN([C@H](C)CO)C(=O)Cc2cc(NS(C)(=O)=O)ccc2O[C@@H]1CN(C)Cc1ccncc1
 : u	-6	-3	-3	-3	0	6.7
NNc1nc2c(F)cccc2s1
 : 4	x	1	x	-3	3	x
COc1ccc(OC)c(-n2c(SC)nnc2-c2c[nH]c3ccccc23)c1
 : -2	9	-3	-3	5	0	x
CN(c1ccc(O)cc1)S(=O)(=O)c1ccc2ccccc2c1
 : -2	0	-2	0	-2	6	x
C[C@@H]1CN([C@@H](C)CO)C(=O)Cc2cc(NC(=O)Nc3ccc4c(c3)OCO4)ccc2O[C@H]1CN(C)Cc1ccc2c(c1)OCO2
 : -6	-6	-6	-2	1	5	0.7
O=C1C(=O)N(CCO)C(c2ccc(Br)cc2)/C1=C(\O)c1ccccc1 (centres undefined)
 : 5	-19	1	3	2	-4	0.1
COc1ccc(NS(=O)(=O)c2cccc(C(=O)NCC3(N4CCOCC4)CCCCC3)c2)cc1
 : 1	2	-1	-2	-5	1	-0.1
CC(Sc1nnc(C2CC2)n1C1CC1)C(=O)Nc1cccc(S(=O)(=O)N(C)C)c1 (centres undefined)
 : 7	5	3	-7	0	-2	x
CCCc1cc(=O)[nH]c(N2CCN(Cc3ccc4c(c3)OCO4)CC2)n1
 : 13	7	-4	-5	-2	-2	-0.1
Cc1ccc(Cn2c(=O)oc3ccccc32)cc1
 : 2	27	-4	3	2	-4	-0.1
COc1cccc(S(=O)(=O)N2CCCCN3[C@@H](CO)[C@H](c4ccc(C#CCC(C)C)cc4)[C@@H]3C2)c1
 : -26	-61	-1	2	9	13	-0.1
Nc1nnc(SCC(=O)NC2CCCCCCC2)s1
 : 2	6	1	-2	-5	6	-0.3
Cc1sc2c(c1C)c(=O)n(-c1ccccc1)c1nncn21
 : x	12	1	0	-3	7	x
O=C(CSc1ncc(C(F)(F)F)cc1Cl)N1CCN(S(=O)(=O)c2ccc3ccccc3c2)CC1
 : 3	x	3	x	2	-8	x
COc1ccc(C(=O)NC(=S)NNC(=O)c2c(-c3ccccc3)noc2C)cc1OC
 : -4	x	-2	4	1	6	x
CC12CCC(=O)N1C(C(=O)N1CCN(S(=O)(=O)c3ccc(Br)cc3Cl)CC1)CS2 (centres undefined)
 : 1	6	-3	-1	-1	4	0.0
COc1cccc(OCc2cc(/C=N/Nc3ccc(C(=O)O)cc3)ccc2OC)c1
 : -5	-58	5	6	0	1	0.2

# Complete entries from above:
# Cc1ccc(Cn2c(=O)oc3ccccc32)cc1 reads DENV2 CPE rescue = 2; C2C12 statin = 27; S100A4 MyoIIA = -4; PglD inh = 3; SIRT5 inh = 2; ERp5 inh = -4; E-selectin induc = -0.1
# COc1cccc(OCc2cc(/C=N/Nc3ccc(C(=O)O)cc3)ccc2OC)c1 reads DENV2 CPE rescue = -5; C2C12 statin = -58; S100A4 MyoIIA = 5; PglD inh = 6; SIRT5 inh = 0; ERp5 inh = 1; E-selectin induc = 0.2
# COc1ccc(NS(=O)(=O)c2cccc(C(=O)NCC3(N4CCOCC4)CCCCC3)c2)cc1 reads DENV2 CPE rescue = 1; C2C12 statin = 2; S100A4 MyoIIA = -1; PglD inh = -2; SIRT5 inh = -5; ERp5 inh = 1; E-selectin induc = -0.1

# (cont.)
# Every second line gives: DENV2 CPE rescue	C2C12 statin	S100A4 MyoIIA	PglD inh	SIRT5 inh	ERp5 inh	E-selectin induc
COc1ccc(S(=O)(=O)N(C)C[C@H]2Oc3c(NC(=O)Nc4ccc5c(c4)OCO5)cccc3C(=O)N([C@@H](C)CO)C[C@H]2C)cc1
 : u	x	-14	1	-3	-8	-5.8
COc1ccc(-c2cc(=Nc3ccc(C)cc3)c3ccccc3o2)cc1
 : x	-6	8	-1	x	x	x
CC1CCN(c2nc3ccccc3n2CC(=O)c2ccccc2)CC1
 : -5	x	0	x	-1	-2	4.1
COc1ccc(-c2cn(CC[C@@H]3CC[C@H](NC(=O)NC(C)C)[C@H](CO)O3)nn2)cc1
 : 13	-6	-13	2	-5	3	-0.2
COC(=O)[C@@H](Cc1ccccc1)N[C@H](/C=C/c1ccccc1)[C@@H](O)Cc1ccccc1
 : 3	x	-15	x	3	3	-0.2
CCOC(=O)N1CCN(S(=O)(=O)c2ccc(C)c(C(=O)NC3CCCCC3)c2)CC1
 : -3	3	127*	-3	3	-6	0.9
COC(=O)C1=C(C)NC(=S)NC1c1ccc(-c2cc(Cl)ccc2Cl)o1 (centres undefined)
 : 7	x	1	x	-2	0	0.2
CCOc1ccc(NC(=O)NNC(=O)COc2ccc3ccccc3c2)cc1
 : 2	x	-9	1	-3	15	2.3
CCN1C(=O)/C(=C/C=C2/Sc3ccccc3N2CCO)SC1=S
 : -3	-2	-44	-4	7	-6	x
CC(C)Oc1ccc2nnnn2n1
 : x	21	-4	2	-6	-2	x
Cc1noc(C)c1S(=O)(=O)N(C)C[C@@H]1Oc2ccc(NC(=O)CCCCCC(=O)Nc3ccccc3N)cc2CC(=O)N([C@@H](C)CO)C[C@@H]1C
 : 29*	x	0	x	3	-3	0.2
CC(C)NC(=O)N(C)C[C@H]1Oc2c(NC(=O)C3CCCCC3)cccc2C(=O)N([C@@H](C)CO)C[C@@H]1C
 : -11	4	-1	2	5	0	0.3
Cc1nc2c(C)cccn2c(=O)c1NC(=O)c1ccc2c(c1)OCO2
 : -1	-9	3	-2	2	-1	-0.2
CC1CCN(C(=O)c2[nH]cnc2C(=O)N[C@H](C)c2ccccc2)CC1
 : x	-2	0	6	x	-1	0.0
COc1ccc2c3c([nH]c2c1)[C@@H](CO)N(Cc1ccccc1F)CC31CN(CC2CC2)C1
 : -4	x	18	x	3	7	0.5
CCCC(O)C#Cc1cnc2c(c1)C(=O)N([C@H](C)CO)C[C@H](C)[C@H](CN(C)S(=O)(=O)c1cccs1)O2 (some centres undefined)
 : u	-2&-16	44&1	6&-1	4&2	1&-4	0.8

# Some of the compounds tested; count on the stated rates, not on these rows.
